Screening data: PubChem BioAssay, Broad Institute
PAX8 inh HTS: inhibitors of PAX8 transcriptional activity in RMG-I cells. AID 652154. 1.2% of 360,000 active. inhibition, % at 12.6 µM. RMG-I TPO-luciferase reporter, SteadyGlo, 24 h;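 active means mean replicate inhibition at least 60% with every replicate also reaching 60%; inconclusive means only one of the two criteria is met; inactive means mean below 60% and not all replicates reaching 60%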;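 further: luciferase light reporting Pax8 driven TPO promoter activity; plate controls were median of neutral control wells for no effect and mitoxantrone controls for full effect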
Xi reactivation: X-chromosome reactivation activator; 0.055% of 360,000 active; XiGFP mouse fibroblasts, % GFP-positive cells imaging, 3 d; cells co-treated with 5-aza-dC sensitizer; scaled so ellipticine positive control = 100%; activation, % at 7.58 µM;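 active means mean normalized replicate activation at least 10% and every replicate at or above 10%; inconclusive means only one of the two criteria met; inactive means mean below 10% and not all replicates reach 10%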;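 further: 0% = median of on-plate neutral control wells and 100% = ellipticine 6 µM median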
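System: 68-5-11 XiGFP fibroblast line; Timing: 3 days compound exposure; Compound dosing: one concentration, pinned; Benchmarks: positive control ellipticine, 6 µM final; Buffer or medium: DMEM containing 5-aza-dC.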
ARNT-TACC3 inh: ARNT/TACC3 interaction disruption; Q9Y6A5; AlphaScreen His-ARNT PAS-B/GST-TACC3 binding, luminescence; TACC3 fragment carries E629A point mutation; inhibition, % at 9.99 µM; 0.66% of 390,000 active;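 active means mean inhibition of replicates at least 50% and at least half of replicates each reaching 50%; inconclusive means half or more replicates reach 50% but mean below 50%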;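 further: 0% = complete ARNT plus TACC3 wells and 100% = ARNT alone without TACC3; many hits fall short of the cut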
GSIS activator: primary screen for activators of insulin secretion dependent on glucose, INS-1E cells, GLuc reporter luminescence; INS-1E GLuc reporter insulin secretion, 2-3 h; activation, % at 16.6 µM; 0.61% of 370,000 active; AID 743287;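 active means lowest replicate activation of at least 40%, so every replicate reaches that level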;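 further: 0% = median of neutral control wells and 100% = median of IBMX positive control wells; some compounds called inactive have numbers as strong as hits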
CFTR F508del cor: CFTR F508del correction in bronchial cells. CFBE cells, YFP halide quenching; stimulated with forskolin plus potentiator P3; % fluorescence drop versus neutral controls. activity (quench increase), % at 7.58 µM. 0.36% of 350,000 active;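 active means mean added fluorescence quench of at least 8% versus neutral control, with both replicates also reaching 8%; inconclusive means only one of the mean or replicate conditions met; inactive means mean below 8% and not both replicates reaching 8%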;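 further: cells transiently co-express mutant CFTR-F508del with the halide-sensitive YFP; corrector assay measuring rescue of mutant channel to the surface after 24 h compound exposure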
EWS-Fli inh: blocks EWS/Fli oncoprotein-driven transcription; A673 NR0B1-luciferase reporter, viability-normalised; inhibition, % at 12.6 µM; 0.67% of 350,000 active; AID 651661;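 active means mean inhibition of at least 50% after viability correction, with every replicate also passing that limit; inconclusive means mean reaches 50% but only one of two replicates passes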;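 further: firefly luciferase signal divided by Alamar Blue viability fluorescence both relative to DMSO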
DENV2 CPE rescue: inhibitors of DENV2 cytopathic effect; 1.7% of 350,000 active; DENV2-infected cells, cytopathic effect rescue, plate reader; AID 651640; CPE inhibition, % at 9.99 µM; in the data active means CPE inhibition above about 20%, passing the limit was not always enough; inconclusive means no clear call, values can overlap the other calls; tested in BHK-21 cells;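 further: 0% = median of neutral control wells and 100% = median of positive control wells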
ERp5 block: blocks human ERp5 reductase activity on insulin; ERp5 insulin aggregation, absorbance 650 nm, 90 min; inhibition, % at 9.99 µM; 0.05% of 350,000 active;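 active means mean replicate inhibition above about 25%, with every replicate also reaching it, limit read from the data, passing the limit was not always enough; inconclusive means only one of those two criteria met; inactive means neither criterion met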
Target sequence (Q15084 whole entry, looked up): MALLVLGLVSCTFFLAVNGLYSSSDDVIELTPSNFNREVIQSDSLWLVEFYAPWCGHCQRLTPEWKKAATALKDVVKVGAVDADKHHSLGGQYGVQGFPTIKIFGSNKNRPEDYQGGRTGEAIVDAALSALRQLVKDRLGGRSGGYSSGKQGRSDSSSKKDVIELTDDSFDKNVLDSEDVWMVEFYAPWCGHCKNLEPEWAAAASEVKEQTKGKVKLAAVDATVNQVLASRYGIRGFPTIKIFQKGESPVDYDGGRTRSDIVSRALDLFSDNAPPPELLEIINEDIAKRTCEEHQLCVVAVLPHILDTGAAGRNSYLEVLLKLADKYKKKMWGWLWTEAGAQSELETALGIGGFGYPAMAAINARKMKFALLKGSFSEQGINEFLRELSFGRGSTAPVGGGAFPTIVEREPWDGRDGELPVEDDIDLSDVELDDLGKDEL
Active calls of the source: *; u = inconclusive; x = not tested or not shown.

Second line of a record – PAX8 inh HTS, Xi reactivation, ARNT-TACC3 inh, GSIS activator, CFTR F508del cor, EWS-Fli inh, DENV2 CPE rescue, ERp5 block
1: CC1C=NC(S(=O)(=O)N2CC[C@@H]3[C@H]2c2cc(-c4ccccc4)ccc2N(C)[C@H]3CO)=N1 (stereo partly drawn)
    6, 0.2, 11, -15, -2.8, -8, 2, 3
2: C[C@@H]1CN([C@@H](C)CO)S(=O)(=O)c2ccc(C#CC3CC3)cc2O[C@H]1CN(C)CC1CCOCC1
    x, -0.1, 16, 8, -3.6, 23, 10, 1
3: O=c1c(C(c2ccc(F)cc2)c2c(O)nc3n(c2=O)CCS3)c(O)nc2n1CCS2
    -8, 0.1, 0, -7, 2.9, -7, 9, -2
4: Cn1c(=O)c2[nH]c(NN=Cc3ccc(F)cc3)nc2n(C)c1=O
    -14, 0.4, -1, x, -2.0, 3, -8, 4
5: Cc1cc(N=O)no1
    25, -0.1, x, -6, 2.8, -11, 1, -3
6: O=C(O)CSc1nnc(NC(=O)c2ccc3c(c2)OCO3)s1
    4, 0.0, -1, 2, -1.1, 27, -6, 5
7: OCCCCNCc1ccc(OCc2ccc(Cl)cc2Cl)cc1
    x, x, -4, 2, x, x, -4, 0
8: O=C(Nc1sc2c(c1C(=O)O)CCCC2)c1ccc(F)cc1
    16, 0.3, -4, -10, -1.2, -352, -1, 1
9: COCCn1c(SCC(=O)N2CCCCCC2)nc2c(c1=O)SCC2
    17, 0.2, -3, -2, 1.5, -2, u, 2
10: O=C(Nc1nnc(C2CC2)s1)c1cccnc1Oc1ccc(Cl)cc1
    7, -0.1, 0, -4, -31, 12, 6, 1
11: O=C(NC1CCCC1)N1CC2(C1)[C@@H](c1ccccc1)[C@@H](CO)N2CC1CC1
    x, 0.0, x, -18, 1.8, 8, -4, 20
12: O=S(=O)(c1ccc2ccccc2c1)N1CCN(CCO)CC1
    -5, 0.1, 0, 6, -0.4, 2, 11, 2
13: CC(C)N(C(=O)CSc1nnc(-c2ccc3c(c2)OCO3)n1C)C(C)C
    8, 0.2, -3, 6, -3.1, -7, 10, 4
14: CC(C)(C)NC(=O)NC(=O)CSc1n[nH]c(-c2ccccc2Br)n1
    -1, 0.0, -6, -2, -1.7, 9, 2, 4
15: CCc1ccc(N2CC(C(=O)Nc3ccc(S(=O)(=O)N4CCOCC4)cc3)CC2=O)cc1 (stereo not drawn)
    14, 0.0, -1, -16, -0.3, 15, 0, -10
16: COc1ccc(NC(=O)CN2CCc3ccccc3C2)cc1
    -7, 0.1, -1, -5, 3.2, -3, -5, -6
17: C/C=C/c1ccc([C@H]2[C@@H](CO)N[C@@H]2CN(CC(C)C)C(=O)c2ccccn2)cc1
    -5, 0.4, 3, 9, 0.7, -1, -8, 1
18: Cc1ccc(C(=O)NCCc2ccc(S(N)(=O)=O)cc2)cc1[N+](=O)[O-]
    26, 0.0, -2, 17, 2.1, 9, 1, -2
19: Cc1ccc(S(=O)(=O)N2CCCOC2CNC(=O)C(=O)NC2CCCCC2)cc1 (stereo not drawn)
    -18, 0.3, -5, 4, 1.2, -3, 1, 2
20: CCC(=O)Nc1nnc(-c2ccc(OC)cc2)o1
    13, 0.2, 26, 10, -2.3, -17, 11, -5
21: CC(=O)c1ccc(N(C(=O)Cn2nnc(-c3ccccc3)n2)C(C(=O)NC2CCCCC2)c2ccccn2)cc1 (stereo not drawn)
    19, -0.1, -5, -4, x, x, x, x
22: COCCN(C(=O)c1ccc(-c2ccc(Cl)cc2)o1)c1c(N)n(CC(C)C)c(=O)[nH]c1=O
    7, 0.1, 0, -19, -0.1, -10, 2, 0
23: CCN(CC(=O)Nc1ccc(NC(C)=O)cc1)C(=O)c1c(-c2c(F)cccc2Cl)noc1C
    3, 0.0, -7, -14, -3.7, 0, 1, 9
24: COc1cccc(NC(=O)N[C@@H]2C=C[C@@H](CC(=O)NCc3ccccn3)O[C@@H]2CO)c1
    4, 0.0, x, -1, 2.4, 0, -1, 3
25: CN1CCCCN2[C@H](CO)[C@H](c3ccc(C#Cc4ccccc4F)cc3)[C@H]2C1
    -68, 0.1, 6, 0, -2.8, -25, -24, 2
26: N#Cc1ccc(-c2ccc([C@H]3[C@@H](CO)N4CCCCN(C(=O)Nc5ccc(F)cc5)C[C@H]34)cc2)cc1
    -20, 0.0, x, -37, -0.2, 26, 3, 5
27: Clc1ccc(OCc2noc(-c3ccsc3)n2)c(Cl)c1
    -157, -0.1, 0, -5, 1.3, -104, 1, -8
28: Cc1nnc(NC(=O)c2cc(S(=O)(=O)N3CCCCC3)ccc2Cl)s1
    11, 0.1, 23, 4, 3.0, 12, u, 1
29: CC(CCc1ccccc1)NC(=O)COC(=O)c1cc(NS(=O)(=O)c2ccc(Cl)c([N+](=O)[O-])c2)ccc1O (stereo not drawn)
    0, 0.0, -3, -36, x, x, x, x
30: Cc1ccc(S(=O)(=O)N2CCC(NC(=O)c3cccc(F)c3)CC2)cc1
    14, 0.0, 22, -1, -2.9, -2, 3, 0
31: Cc1cc(C(=O)Nc2cccc3c2O[C@@H](CN(C)S(=O)(=O)c2cccs2)[C@H](C)CN([C@@H](C)CO)C3=O)n(C)n1
    x, 0.1, -26, -1, -2.2, 11, -5, -5
32: COc1ccc(C(CCNCc2ccc(N(C)C)cc2)c2ccccc2OC)cc1 (stereo not drawn)
    22, 0.2, 28, -5, -1.9, 25, 1, 2
33: CCCC(=O)Nc1ccc2c(c1)C(=O)N(C)C[C@H](OC)[C@H](C)CN(CCC(F)(F)F)[C@H](C)CO2
    15, -0.1, -6, -5, 3.3, 4, -6, -1
34: CCN(CC)C(=O)c1c(Cl)nc(C)c([N+](=O)[O-])c1C
    17, 0.4, -2, 3, x, x, x, x
35: CCN(CC)S(=O)(=O)c1ccc(N2CCCC2)c(NS(=O)(=O)c2ccccc2)c1
    -9, -0.1, 6, 8, x, x, x, x
36: CC(=O)NC[C@H]1[C@H](c2ccccc2)[C@H](CO)N1C(=O)Cc1ccncc1
    -12, 0.0, -4, 16, 2.3, -1, x, x
37: CCOc1ccc(CC(=O)N2CCC3(CC2)NCCc2[nH]cnc23)cc1
    5, 0.3, -3, 6, -0.6, x, 3, 0
38: Cc1cccc(N2CC(C(=O)NCCC3=CCCCC3)CC2=O)c1C (stereo not drawn)
    0, -0.1, 18, -8, 2.0, 8, -6, -2
39: CCOC(=O)N1CCC(NCc2c(C(=O)N(C)Cc3ccccc3)nc3ccccn23)CC1
    -17, 0.0, x, 5, -1.1, 7, -1, 4
40: Cc1ccc(S(=O)(=O)N(C)C[C@@H]2Oc3c(NC(=O)Nc4cccc5ccccc45)cccc3C(=O)N([C@@H](C)CO)C[C@H]2C)cc1
    x, -0.2, 1, 0, 1.6, 17, -3, -3
41: C=CCN(CC=C)C(=S)Nc1ccc2nsnc2c1
    -42, 0.2, 40, -13, -2.7, 8, 1, 2
42: COc1ccccc1CNC(=O)c1sccc1C
    -4, 0.0, -4, 9, -2.6, -38, -3, 5
43: COc1ccc(N(CC(=O)N2CCN(c3cccc(Cl)c3)CC2)S(=O)(=O)c2c(C)noc2C)cc1
    19, 0.0, -1, -17, -0.4, x, -1, 2
44: CCCCNS(=O)(=O)/C=C/c1ccccc1
    19, 0.2, 0, 15, x, x, x, x
45: COCC(=O)N1[C@@H](C#N)[C@H](c2ccccc2-c2cccc(F)c2)[C@@H]1CO
    -1, 0.2, x, 10, -0.3, -2, -6, -2
46: Oc1ccc[n+](CCCCC[n+]2cccc(O)c2)c1
    2, 0.4, -8, 17, 3.6, 1, 5, -4
47: COc1ccc2c3c([nH]c2c1)[C@@H](CO)N(C(C)=O)CC31CN(S(=O)(=O)c2cccs2)C1
    x, 0.1, x, -21, 1.0, 5, -1, 3
48: Cc1ccccc1N1CC(C(=O)N2CCc3ccccc32)CC1=O (stereo not drawn)
    13, 0.0, -3, 14, 1.1, 7, 6, 2
49: CCc1cc(-c2[nH]ncc2-c2ccc(OC)cc2)c(O)cc1O
    13, -0.1, 10, -13, -1.2, -15, u, -4
50: N#Cc1ccsc1NC(=O)CN1CCN(c2ccc(O)cc2)CC1
    23, 0.3, -8, -8, x, x, x, x
51: Cc1ccc(C(=O)CCC(=O)NC2CCCC(C)C2C)cc1 (stereo not drawn)
    -3, -0.1, -6, -15, -1.0, 6, -8, 7
52: CN1C(=O)c2cc(NC(=O)NC3CCCC3)ccc2OC[C@H]2O[C@H](CC(=O)NC3CCC3)CC[C@@H]21
    -7, 0.1, -4, 1, 2.0, -5, 61*, -7
53: CCCCOc1ccc(C(=O)NCC(=O)N2CC(C)OC(C)C2)cc1 (stereo not drawn)
    2, 0.4, -3, 4, -0.5, -1, 6, -2
54: COc1ccccc1NC(=O)N1CCCCN2[C@H](C1)[C@@H](c1ccc(-c3ccccc3)cc1)[C@@H]2CO
    -23, x, 12, x, -5.0, -4, -8, -3
55: O=C(COc1ccc2c3c(c(=O)oc2c1)CCC3)N1CCN(c2ccccc2)CC1
    -3, -0.1, 4, -19, -0.1, x, 3, x
56: CC(C)NC(=O)CSc1nc(N)c(NC(=O)c2ccco2)c(=O)[nH]1
    -21, 0.2, 14, 10, 0.3, -8, -2, 1
57: COCc1ccc([C@@H]2C[C@H]3CN(Cc4ccccc4C)C(=O)[C@]34CCCN24)o1
    4, 0.1, -2, -20, -2.1, -6, -7, -10
58: Cc1c(C(=O)NC2CC(C)(C)NC(C)(C)C2)oc2c(Cl)cccc12
    7, 0.1, x, -11, 1.8, -1, -7, 4
59: O=C(Nc1cccnc1)c1cc(-c2cc(Cl)ccc2O)n[nH]1
    -176, 0.0, 4, -6, -3.8, -12, 13, 2
60: O=C(COC(=O)Cc1c(F)cccc1Cl)NCc1ccc2c(c1)OCO2
    -6, 0.2, -4, 20, 0.4, -11, u, 4

Additional compounds:
Second line of a record – PAX8 inh HTS, Xi reactivation, ARNT-TACC3 inh, GSIS activator, CFTR F508del cor, EWS-Fli inh, DENV2 CPE rescue, ERp5 block
61: CC(C)NC(=O)N[C@@H]1CC[C@@H](CCNC(=O)C2CCOCC2)O[C@@H]1CO
    3, 0.1, -13, 1, 0.3, -3, -1, -1
62: Cc1ccc(C(O)c2cccnc2)o1 (stereo not drawn)
    x, x, -5, 20, 2.1, -1, -4, 3
63: COc1cc(OC)cc(-c2cc3nc4c(c(N5CCN(c6cnccn6)CC5)n3n2)CCCC4)c1
    -27, 0.0, x, -2, -0.7, -102, 0, 4
64: Cc1ccc(S(=O)(=O)Nc2ccc3c(c2)C(=O)N([C@@H](C)CO)C[C@H](C)[C@@H](CN(C)Cc2ccc(C(F)(F)F)cc2)O3)cc1
    15, 0.0, x, -17, 0.1, 13, x, x
